KDM5B inh: Primary screen for KDM5B Histone Demethylases FDH-coupled qHTS; Lysine-specific demethylase 5B (Homo sapiens), Q9UGL1; 2.6% of 220,000 active; Potency, µM (top dose mostly 57.7 µM), inactives show at the top dose activity change, negative = inhibition, usual class: inhibitors; KDM5B demethylase, FDH-coupled NADH fluorescence (FDH is formaldehyde dehydrogenase); active = well fitted inhibition curve with a large enough effect; inconclusive = small, poorly fitted or top-dose-only effect; inactive = no such curve, though single readings can be large or run the other way; note: 0% is about no effect; nearly all actives have a fitted effect of over 70% in size
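Inhibition is measured as reduced NADH fluorescence generation from FDH coupling to formaldehyde release. Truncated KDM5BΔAP at 200 nM final acts on H3K4me3 peptide (12.5 µM in substrate mix) in pH 7.5 HEPES buffer with Tween-20, 30 min, room temperature.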
Starred values were filed as active, the others as inactive; ? = inconclusive; [ ] = another dose, or the depositor's remark. Potency is the fitted concentration of half-maximal effect.

| Molecule | KDM5B inh |
| --- | --- |
| Cc1cccc2c1-c1sc(C(=O)N3CCN(c4cccc(Cl)c4)CC3)cc1CO2 | 16.6% |
| O=C(NCc1cccc(Cl)c1)C1CN(c2ccc(Cl)cc2)C(=O)N1 (centres undefined) | 12.5% |
| CCCc1cc(C(=O)N2CCC(=O)N(CC3CC3)C(C(C)C)C2)cs1 (centres undefined) | 9.7% |
| CCC(O)c1cc2c(cc1NC(=O)c1ccccc1F)OCCO2 (centres undefined) | -23.3% |
| COC(=O)[C@@H](Cc1c[nH]c2ccccc12)NC(=O)[C@@H]1CN(C(=O)Nc2ccccc2)CCN1C(=O)NC(C)C | -2.7% |
| CCN1C(=O)C(Cc2cc(OC)ccc2OC)c2ccccc21 (centres undefined) | 11.0% |
| Cc1ccc(OCC(=O)N(Cc2ccco2)Cc2ccco2)cc1C | ? |
| CCc1nnc(NC(=O)CCc2ccc(-c3ccc(C)cc3)o2)s1 | 6.9% |
| CCN(CC)S(=O)(=O)c1ccc(NC(=O)NCc2noc3ccc(C)cc23)cc1 | 19.4% |
| Cc1nc(NCCN2CCCC(C(N)=O)C2)c2cccnc2n1 (centres undefined) | 25.1µM* |
| COc1ccc(Cc2nc3ccc(C(=O)NCc4ccc(OC)cc4OC)cc3o2)cc1 | ? |
| CCOC(=O)C(=NCC1CCCO1)NNc1cc(Cl)ccc1Cl (centres undefined) | -0.1% |
| Cc1oc(-c2nc(C#N)c(NCCCN(C)C)o2)cc1S(=O)(=O)N1CCCC1 | ? |
| Cc1ccc(C(=O)N2C[C@@H](CO)[C@H](c3ccncc3)C2)c(C)c1 | 3.8% |
| CCn1nccc1C(=O)NCCc1ncc(C)n1CCOC | 2.4% |
| CC(C)(C)CC(=O)Nc1ccc([C@@H](O)[C@H]2COCC(=O)N2Cc2ccc(F)cc2)cc1 | ? |
| COc1ccc(-c2oc3ncn4nc(COc5cccc(C)c5C)nc4c3c2-c2ccc(OC)cc2)cc1 | ? |
| CC(=O)c1sc2c(c1C)c(=O)n(-c1ccc(Cl)cc1)c(=O)n2Cc1ccc(Cl)cc1 | 0.7% |
| Cc1[nH]c2c(C)ccc(C)c2c1CC(=O)N1Cc2ccccc2C(O)C1 (centres undefined) | ? |
| CCc1cccc(C)c1NC(=O)COC(=O)c1ccc(C2Nc3ccccc3S(=O)(=O)N2)cc1 (centres undefined) | 3.1% |
| O=C(NCc1ccco1)c1cc(-c2ccncc2)nc2ccccc12 | ? |
| Cc1cccc(C(C)(C)C)c1NC(=O)N1CCOC(C(F)(F)F)C1 (centres undefined) | -20.0% |
| O=C(NCc1ccccn1)C1CN(S(=O)(=O)c2cccnc2)CC12CCCCC2 (centres undefined) | -5.0% |
| COc1ccccc1CCNC(=O)c1ccc(-c2nc(CSc3ccc(C)cc3)c(C)o2)cc1 | ? |
| CN(N=Nc1cccc([N+](=O)[O-])c1)c1ccccc1 | -1.6% |
| CC(C)C(NC(=O)Cc1ccc(N2CCCC2=O)cc1)c1nc2ccccc2[nH]1 (centres undefined) | 0.8% |
| COc1ccc2c(c1)c1c(c(=O)n(-c3cccc(Cl)c3)c(=O)n1C)n2C | ? |
| OC1(c2csc(CN3CCN(c4ccccn4)CC3)n2)CCNCC1 | -3.3%[86.2 µM] |
| Cn1cccc1C(=O)N[C@H]1C[C@@H](C(=O)O)N(C(=O)CSCC(=O)N2C[C@@H](NC(=O)c3cccn3C)C[C@H]2C(=O)O)C1 | -8.7% |
| CC(=O)Nc1cccc(-c2cc(-c3ccncc3)c3cncn3c2)c1 | -19.7%[86.2 µM] |

New compounds follow.
| Molecule | KDM5B inh |
| --- | --- |
| O=C(CC1CCCCC1)Nc1ccc(-c2ccc3nncn3n2)cc1 | ? |
| Cc1nc(NC2CC2)sc1C(=O)NCc1ccncc1 | 17.2% |
| O=C(CCc1ccccc1)N1C[C@H]2OC(=O)N(CCCN3CCOCC3)[C@H]2C1 | -3.0% |
| COc1ccc(C2Cn3nnc(-c4nc(-c5ccccc5Cl)no4)c3CO2)cc1 (centres undefined) | -23.3% |
| CCOc1ccc(CNC(=O)c2ccc3c(c2)nnn3C2CCCC2)cc1 | -37.6% |
| Cc1ccc(-c2nc(CC(=O)N(C)CC(=O)Nc3ccc(F)cc3)cs2)c(C)c1 | -9.4% |
| N#Cc1cccc(NC(=O)N[C@H]2[C@H](O)[C@@H](Sc3ccccc3)[C@@H]3OC[C@H]2O3)c1 | 29.9%[86.2 µM] |
| O=C(Nc1ccc(F)cc1)N1CCC(O)(c2csc(CN3CCN(c4ccccn4)CC3)n2)CC1 | 4.2% |
| Cc1cccc(NC(=O)C(C#N)=C2CCCCC2)c1 | 24.0% |
| CCc1nc2c(c(-c3ccc(OC)cc3)n1)CCN(C(=O)c1ccc(OC)cc1)CC2 | -21.6%[115 µM] |
| COc1ccc(C2=CSC3=NCCN23)cc1 | 12.4% |
| Cc1nn(-c2ccccc2)c(Cl)c1/C=N/Nc1nncc(=O)[nH]1 | 26.2% |
| CCn1ncc(CN2CC[C@@H]3C(=O)NCCCCCCN(Cc4ccncc4)[C@@H]3C2)c1C | ? |
| CC(C)NC(=O)C[C@@H]1O[C@H](CNS(C)(=O)=O)[C@@H](O)[C@H]1O | 30.6%[86.2 µM] |
| COc1ccc(C(=O)/C=C/c2ccc(C)cc2)cc1 | 19.6% |
| CCOc1ncccc1C(=O)N[C@H](c1cncc(OC)c1)C1CC(O)C1 (some centres undefined) | -11.3% |
| Cc1[nH]c2ccccc2c1/C=C(\C#N)C(=O)NC(C)C | -2.3% |
| CCCNc1c(NC(=O)CCc2ccccc2)c(=O)oc2ccccc12 | -9.3% |
| O=S(=O)(c1ccc2nc(N3CCN(c4ccccc4)CC3)ccc2c1)N1CCCCC1 | 7.5% |
| Cn1c(=O)c2nc(Cl)n(Cc3ccc(Cl)cc3)c2n(C)c1=O | -6.9% |
| CCCc1noc(-c2cn(C3CCN(C(=O)c4cc(F)cc(F)c4)CC3)nn2)n1 | -11.1% |
| CCOC(=O)c1ccccc1NC(=O)CCc1c(C)nc2c(c1C)c(=O)n(C)c(=O)n2C | 4.4% |
| O=C1NC2(CCCN(Cc3ccccc3C(F)(F)F)C2)COc2ccccc21 (centres undefined) | 35.5µM* |
| Cc1cccc(N2CCN(C(=O)c3noc(-c4ccc5c(c4)OCO5)n3)CC2)c1 | ? |
| C(#CCN1CCN(Cc2ccccc2)CC1)COCCOCc1ccccc1 | 16.7% |
| N#Cc1ccc(CNC(=O)[C@@H]2Cc3nc[nH]c3CN2CC2CCCCC2)cc1 | ? |
| COc1ccc(Cn2c(-c3ccco3)nc3c(c(=O)c4ccccc4n3C)c2=O)cc1 | ? |
| COc1ccc(OCCNC(=O)Cc2n[nH]c(=O)c3ccccc23)cc1 | 8.1% |
| CN(C)C(CNC(=O)c1cc(=O)c2ccccc2o1)c1cccs1 (centres undefined) | 16.5% |
| O=C(Nc1ccccc1O)c1cc(-c2cccnc2)nc2ccccc12 | 14.4% |

Ordered by SMILES length (largest number first): some entries from above.
| Molecule | KDM5B inh |
| --- | --- |
| O=C(Nc1ccc(F)cc1)N1CCC(O)(c2csc(CN3CCN(c4ccccn4)CC3)n2)CC1 | 4.2% |
| CCN(CC)S(=O)(=O)c1ccc(NC(=O)NCc2noc3ccc(C)cc23)cc1 | 19.4% |
| Cn1c(=O)c2nc(Cl)n(Cc3ccc(Cl)cc3)c2n(C)c1=O | -6.9% |
| C(#CCN1CCN(Cc2ccccc2)CC1)COCCOCc1ccccc1 | 16.7% |

Marked active in KDM5B inh, among the entries above:
| Molecule | KDM5B inh |
| --- | --- |
| Cc1nc(NCCN2CCCC(C(N)=O)C2)c2cccnc2n1 (centres undefined) | 25.1µM* |
| O=C1NC2(CCCN(Cc3ccccc3C(F)(F)F)C2)COc2ccccc21 (centres undefined) | 35.5µM* |

Next part
| Molecule | KDM5B inh |
| --- | --- |
| CCOc1ccccc1C(=O)N1CCC2(CC1)CN(C(C)=O)CC2COC (centres undefined) | -8.2% |
| Nc1c(-c2nc3ccccc3[nH]2)c2ccccn2c1C(=O)c1ccc(Cl)cc1 | 4.7% |
| CCOc1ccc(C(=O)N(CCN(C)C)CC(=O)OC(C)(C)C)cc1 | 24.4% |
| CSc1cccc(NC(=O)N2C[C@H](c3nc(-c4ccncc4)no3)[C@@H](C)C2)c1 | 9.3% |
| COCc1nc(CCNC(=O)NCC(C)C)no1 | 1.2% |
| O=S(=O)(c1ccccc1)N1CCN(c2nc(-c3cccs3)nc3ccccc23)CC1 | 5.2% |
| Cc1ccc2cccc(OCc3ccccc3)c2n1 | -9.5% |
| CCOC(=O)c1cccc(NC(=O)CSc2nc3cc4ccccc4cc3[nH]2)c1 | -21.3%[11.5 µM] |
| Cc1cc(C)c(C(=O)C(C)Oc2cccc(C#N)c2)cc1C (centres undefined) | 20.2% |
| CC(C)c1ccc(NC(=O)C2CCN(S(=O)(=O)c3cccc4nsnc34)CC2)cc1 | -21.8% |
| O=C(C1CCCCC1)N1CC[C@H](c2nc3ccc(C(F)(F)F)cc3[nH]2)C1 | -9.4%[86.2 µM] |
| COC(=O)c1nc(NC(=O)Cn2nc3c(cc2=O)CCCC3)sc1C(C)C | 10.8% |
| O=C(Cc1c[nH]c2ccccc12)N[C@@H]1[C@@H]2CCO[C@@H]2[C@@H]1C1CCCC1 | 47.9%[activator] |
| COc1ccc(Cl)cc1C(=O)N1CCC2(CC1)CC(O)CCO2 (centres undefined) | 4.0% |
| Cc1ccc2nc(C)cc(C(=O)N(C)C3CCS(=O)(=O)C3)c2c1 (centres undefined) | 15.4% |
| CCCC(=O)N1CCN(C2CCN(CCC(C)C)C2=O)CC1 (centres undefined) | 9.4% |
| CCCNC(=O)CN1C(=O)NC(c2ccccc2OCC)C2=C1COC2=O (centres undefined) | -5.5% |
| CN1C(=O)C(CC(=O)N2CCC(CO)CC2)(Cc2ccccc2)c2ccccc21 (centres undefined) | -24.8% |
| COc1ccccc1C(=O)OCc1cc(=O)n2c(C)csc2n1 | -26.6% |
| O=C1CCC2(CCCN(C(=O)c3ccnc(-n4cnnc4)c3)C2)CN1CC1CC1 (centres undefined) | 1.5% |
| C[C@@H]1CN(C(=O)c2ccc3c(c2)NC(C)(CCCCc2ccccc2)CO3)C[C@H](C)O1 (some centres undefined) | 35.5µM* |
| Cc1ccc(C2Cn3nnc(-c4noc(-c5cccc(N(C)C)c5)n4)c3CO2)cc1 (centres undefined) | 22.4µM* |
| OC[C@@H]1CNC[C@H]1c1nc(C2CC2)no1 | -2.0% |
| CN(Cc1ccccc1)C1CCCc2ccccc21 (centres undefined) | 22.0%[86.2 µM] |
| COCCOC(=O)Cn1nnc2sc(-c3ccccc3)cc2c1=O | ? |
| Cc1ccc(C)c(N2CCN(C(=O)CCS(=O)(=O)c3cc4c(cc3Cl)NC(=O)CO4)CC2)c1 | -17.3% |
| FC(F)Sc1nc2ccccc2[nH]1 | -7.1% |
| O=C(NCc1cccnc1)c1nc(-c2ccccc2)cc2[nH]ccc12 | 35.5µM* |
| Cn1cccc1CN1CCC2(CC1)NC(=O)c1ccccc1O2 | -1.3%[86.2 µM] |
| CCCn1c(=O)c(/C(N)=N/O)nn(-c2cccc(C(F)(F)F)c2)c1=O | -1.5% |

The list continues:
| Molecule | KDM5B inh |
| --- | --- |
| CC(NC(=O)C1CCCCC1C(F)(F)F)C12CC3CC(CC(C3)C1)C2 (centres undefined) | 10.1% |
| COc1cccc(/C=C/C(=O)OCC(=O)NC2CC2)c1 | 158.5%[activator] |
| COc1ccccc1CNC(=O)c1cc2c(s1)-c1ccc(Cl)cc1SC2 | ? |
| CN1CCN(Cc2nc(C3(O)CCN(CC4CC4)CC3)cs2)CC1 | 14.3%[86.2 µM] |
| Cc1cc(=O)n(CC(=O)Nc2ccc(C)c(F)c2)c(N(C)Cc2ccccc2)n1 | -19.5% |
| N[C@H]1CN(S(=O)(=O)c2ccc(OC(F)F)cc2)C[C@@H]1C1CC1 | -21.1% |
| CCc1ccc(CNC(=O)CN2C(=O)CSc3ccc(S(=O)(=O)N4CCOCC4)cc32)cc1 | -10.5% |
| CC(=O)Nc1ccc(/C=C/c2noc(-c3ccccc3O)n2)cc1 | ? |
| CC(C)CN(CCCNC(=O)Cn1ncc2c3ccccc3n(C)c2c1=O)CC(C)C | ? |
| CC(=O)c1nn(-c2ccc(C)cc2)cc1C(=O)c1cccc(Br)c1 | 10.5% |
| O=C(c1ccc(F)cc1F)N1C[C@@H](CO)[C@H](c2nc(C3CC3)no2)C1 | -11.5% |
| Cc1ccccc1OCC(=O)N/N=C/c1cn(C)c2ccccc12 | -8.9% |
| COc1ccc(C(=O)N[C@H]2C[C@H]3C(=O)Nc4ccc(-c5ccsc5)cc4C(=O)N3C2)cc1 | -4.9% |
| CC(=O)Nc1ccc(CN2CCN3C(=O)N(C)C[C@H]3C2)cc1 | -4.8%[86.2 µM] |
| Cc1ccc(C)c(NC(=O)Cn2c(=O)n(CCC(C)C)c(=O)c3cccnc32)c1 | ? |
| Clc1ccccc1-c1csc(Nc2cccnc2)n1 | -1.3% |
| COc1ccc(-c2nc(CSCC(=O)NCc3ccccc3Cl)c(C)o2)cc1OC | 0.9% |
| O=C(NC1CC1)c1ccccc1OCC1CCCN(Cc2cn[nH]c2-c2ccc(F)cc2)C1 (centres undefined) | 7.4% |
| COc1cc(NC(=O)C2CCN(S(=O)(=O)c3c(C)noc3/C=C/c3ccccc3F)CC2)cc(OC)c1OC | 9.6% |
| O=C(N1CCCC1)N1CCN(c2ncnc3sccc23)CC(O)C1 (centres undefined) | 42.2%[activator] |
| O=C(NC1CCN(c2cc(-c3ccccc3)[nH]n2)CC1)c1ccccc1Cl | -24.2% |
| COC(=O)CCCn1c(C)cc(C(=O)COC(=O)c2nccnc2N)c1C | ? |
| CC(=O)Nc1nonc1-c1nnc(SCc2ccccc2)n1C | 4.3% |
| CC(CCc1ccccc1)NC(=O)CSc1n[nH]c(-c2ccc(F)cc2)n1 (centres undefined) | -0.6% |
| CCC(C)NC(=O)c1[nH]c2cc(OC)ccc2c1Sc1ccc(C)cc1 (centres undefined) | ? |
| CNC(=S)N/N=C/c1c(F)cccc1F | -13.9% |

Screening data as filed in PubChem.

Only part of the results is shown; count on the stated rates, not on these rows.
